Glioma ERSR ind – qHTS for Inducers of the Endoplasmic Reticulum Stress Response (ERSR) in Human Glioma: qHTS; U87-MG GRP78 promoter luciferase reporter, 16 h; Potency, µM, for the others: at the top dose activation, usual class: activators; 420,000 tested, 0.02% active; AID 602332, 2012; further: potency means the concentration at half of the fitted maximal effect; series mostly up to about 76 µM; % of control where 0% means no effect; nearly all actives have a fitted effect of over 35% in size
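ERSR induction read as luciferase luminescence (Bright-Glo, 10 min at room temperature) in stably transfected human U87-MG glioma cells exposed to compounds for 16 h, using GRP78 as sensor.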
Anesthetic bind – qHTS Assay for Identification of Novel General Anesthetics | Ferritin light chain (Equus caballus), P02791 | apoferritin/1-aminoanthracene competitive binding, fluorescence | Potency, µM (highest dose often 77.5 µM), inactives show at the top dose activity change, negative = displacement, most hits filed as inhibitors | 350,000 tested, 0.074% active; further: potency means the concentration at half of the fitted maximal effect; on the % scale 0 is the no-effect control and ±100 the full control effect; nearly all actives have a fitted effect of over 20% in size
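10 uM apoferritin + 50% sat. 1-AMA, PBS; cpd 10 min RT; Ex380/Em535 endpoint; normalized to free probe vs complex; 4-param Hill fit; propofol titration as pos. ctrl.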
LDHA inh – qHTS assay for inhibitors of human lactate dehydrogenase; 480,000 tested, 0.15% active; purified LDHA, NADH/diaphorase-resazurin fluorescence; active compounds read low; AID 1347041, 2019; activity change, % (values are at about 110 or 230 µM); in the data active means activity change below about -30%; inconclusive means mostly about -25% to -30%;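 further: plate controls were DMSO wells for no effect and wells without enzyme for full effect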
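Remaining NADH was detected by diaphorase (0.133 mg/mL) converting 37 µM resazurin to fluorescent resorufin, read at 0 and 20 minutes. The preceding 5-minute room-temperature reaction used 2 nM LDHA, 0.2 mM sodium pyruvate and 0.06 mM NADH at pH 7.4.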
BLM helicase inh – qHTS Assay for Inhibitors of Bloom's syndrome helicase (BLM); RecQ-like DNA helicase BLM (Homo sapiens), P54132; recombinant BLM DNA unwinding, fluorescence dequenching; Potency, µM (doses to about 56.1 µM), inactives show at the highest dose activity change, negative = inhibition, actives largely listed as inhibitors; 350,000 tested, 0.2% active; AID 2528, 2010;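 further: potency means the concentration at half of the fitted maximal effect; plate controls were vehicle for no effect and no enzyme for full effect; nearly all actives have a fitted effect of over 35% in size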
POLH inh – qHTS for Inhibitors of Polymerase Eta | AID 588591, 2011 | 390,000 tested, 1.2% active | Potency, µM (series often up to 114 µM), for inactives: at the top dose activity change, negative = inhibition, usual class: inhibitors | recombinant Pol eta, fluorescent DNA replication assay | DNA polymerase eta (Homo sapiens), Q9Y253; further: potency means the concentration at half of the fitted maximal effect; on the % scale 0 is the no-effect control and ±100 the full control effect
Target sequence (Q9Y253 whole entry, looked up): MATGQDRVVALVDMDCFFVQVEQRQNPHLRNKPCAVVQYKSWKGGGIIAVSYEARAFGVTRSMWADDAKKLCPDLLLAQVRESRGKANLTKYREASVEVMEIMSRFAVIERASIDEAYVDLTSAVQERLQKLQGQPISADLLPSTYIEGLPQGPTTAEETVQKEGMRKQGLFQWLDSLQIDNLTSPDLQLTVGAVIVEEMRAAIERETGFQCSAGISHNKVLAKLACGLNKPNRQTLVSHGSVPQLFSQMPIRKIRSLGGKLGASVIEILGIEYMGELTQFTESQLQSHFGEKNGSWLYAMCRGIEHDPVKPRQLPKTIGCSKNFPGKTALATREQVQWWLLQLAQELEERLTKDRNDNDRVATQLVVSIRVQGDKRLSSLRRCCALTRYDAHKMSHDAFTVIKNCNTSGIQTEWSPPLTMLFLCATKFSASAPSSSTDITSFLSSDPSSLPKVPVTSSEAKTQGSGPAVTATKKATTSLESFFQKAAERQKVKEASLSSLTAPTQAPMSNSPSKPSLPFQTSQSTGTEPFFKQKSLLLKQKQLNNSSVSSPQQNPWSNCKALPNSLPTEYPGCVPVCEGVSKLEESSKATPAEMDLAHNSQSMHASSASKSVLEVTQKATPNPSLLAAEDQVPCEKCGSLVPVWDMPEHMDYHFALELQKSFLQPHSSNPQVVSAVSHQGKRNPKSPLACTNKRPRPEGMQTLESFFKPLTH
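Fluorescent replication assay: 50 nM final substrate added after a 15 min room-temperature compound preincubation with 10 nM enzyme. Signal taken at 0 min and again at 10 min.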
APEX1 inh – qHTS Assay for Inhibitors of the Human Apurinic/apyrimidinic Endonuclease 1 (APE1) | DNA repair nuclease/redox regulator APEX1 (Homo sapiens), P27695 | recombinant APE1, TAMRA/BHQ-2 abasic DNA cleavage fluorescence | Potency, µM (series often up to 65.8 µM), for inactives: top-dose activity change, negative = inhibition, hits mostly inhibitors | 350,000 tested, 0.35% active;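 further: potency means the concentration at half of the fitted maximal effect; plate controls were vehicle for no effect and reference inhibitor for full effect; nearly all actives have a fitted effect of over 55% in size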
Target sequence (P27695 whole entry, looked up): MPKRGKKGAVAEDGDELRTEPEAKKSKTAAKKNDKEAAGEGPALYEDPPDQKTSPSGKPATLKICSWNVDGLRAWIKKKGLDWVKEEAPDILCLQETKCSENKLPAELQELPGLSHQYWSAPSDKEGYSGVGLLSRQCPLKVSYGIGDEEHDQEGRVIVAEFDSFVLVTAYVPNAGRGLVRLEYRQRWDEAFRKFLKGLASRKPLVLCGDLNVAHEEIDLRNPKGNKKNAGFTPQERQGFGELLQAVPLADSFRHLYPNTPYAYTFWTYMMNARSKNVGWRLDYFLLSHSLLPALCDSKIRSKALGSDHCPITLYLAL
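Compound pre-exposure to 0.75 nM APE1, 15 min at ambient temperature. Reaction initiated with 50 nM TAMRA/BHQ-2 THF substrate, read immediately in kinetic mode, 525 nm excitation, 598 nm emission.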
POLK inh – qHTS for Inhibitors of Polymerase Kappa; purified Pol kappa, fluorescent DNA synthesis assay, 10 min; Potency, µM (titrated, usually from 107 µM), without a hit: at the top dose activity, negative = inhibition, actives largely listed as inhibitors; 400,000 tested, 0.53% active; AID 588579, 2011; further: potency means the concentration at half of the fitted maximal effect; on the % scale 0 is the no-effect control and ±100 the full control effect
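Pol kappa 10 nM + cpd, 15 min RT; start w/ substrate 50 nM final; fluorescence kinetic read, 0 and 10 min. Neg ctrl: buffer, no enzyme.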
Pol beta inh – qHTS Assay for Inhibitors of DNA Polymerase Beta. 340,000 tested, 1.3% active. P06746. Potency, µM (series often up to 114 µM), for inactives: at the highest dose activity change, negative = inhibition, hits mostly inhibitors. Pol beta primer extension/strand displacement, fluorescence kinetic; further: potency means the concentration at half of the fitted maximal effect; on the % scale 0 is the no-effect control and ±100 the full control effect
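Pol beta (10 nM) and compounds were preincubated 15 min at room temperature, then 50 nM substrate (final) started primer extension/strand displacement. Reads were taken at 0 and 10 min; concentration-response data were fitted to a four-parameter Hill equation.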
Pol iota inh – qHTS for Inhibitors of Polymerase Iota. DNA polymerase iota (Homo sapiens), Q9UNA4. Pol iota fluorescent replication assay, 10 min. Potency, µM (titrated, usually from 115 µM), for inactives: at the highest dose activity, negative = inhibition, most hits filed as inhibitors. 390,000 tested, 1% active. AID 588590, 2011; further: potency means the concentration at half of the fitted maximal effect
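Pol iota at 10 nM preincubated 15 min with compounds at room temperature; reaction started with fluorescent substrate, 50 nM final. Fluorescence read kinetically at 0 and 10 min; buffer-only wells as negative control.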
Starred values were filed as active, the others as inactive; ? = inconclusive; . = no result given; & = joins results of further samples; [ ] = another dose, or the depositor's remark. Unless noted, the call rests on the fitted dose curve; in most records, active means well fitted curve in the direction sought with a large enough effect; inconclusive means small, poorly fitted or top-dose-only effect, or another doubt; inactive means no such curve, though single readings can be large; an effect the other way counts as inactive or inconclusive.

SMILES	Glioma ERSR ind	POLK inh	LDHA inh	POLH inh	APEX1 inh	Anesthetic bind	Pol iota inh	Pol beta inh	BLM helicase inh
CC(C)N1CCN(Cc2ccc3c(c2)Cc2ccccc2-3)CC1CCO (centres undefined)	-2%	-1%	-3	-5%	1%	-8%	5%	28%	-5%
CC1=C(c2ccc(C(C)C)cc2)S(=O)(=O)NC1=NCc1ccc(Cl)cc1	-3%	-6%	-5	3%	.	-7%	-27%	10%	-6%
O=c1c2ccccc2oc2cc(OCc3ccc(F)cc3)cc(O)c12	-2%	-18%	-1	-17%	39%[activator]	-10%	2%	-29%	-4%
Cn1ccnc1SCC(=O)N1CCc2ccccc21	-3%	-5%	-3	3%	21%	?	-6%	39%	0%
CCCNC(=O)CSc1nccn1Cc1ccco1	-2%	3%	1	-15%	17%	-6%	155%[activator]	8%	-3%
Cc1nn(CC2CC2)c(=O)n1N(C)c1ncc(C(F)(F)F)cc1Cl	-5%	-10%	-4	-13%	8%	-10%	125%[activator]	-1%	-2%
CCN(CC)S(=O)(=O)c1cccc(NC(=O)/C=C/c2ccc([N+](=O)[O-])cc2)c1	-1%	-2%	-6	-4%	0%	-10%	28%	6%	-2%
Cc1ccc(C(=O)NCCc2nnc3ccc(SCC(=O)Nc4ccccc4C)nn23)cc1	-1%	-4%	-3	-12%	?	-2%	89%[activator]	-8%	5%
CCOc1ccc(NC(=O)CCC(=O)N/N=C(\C)c2cccs2)cc1	0%	10%	0	-6%	8%	-4%	-4%	17%	-3%
CC(=O)N1CCN(C(=O)COC(=O)/C=C/c2ccc(C(F)(F)F)cc2)CC1	-4%	5%	0	-7%	2%	.	24%	.	.
O=S(=O)(Nc1cccc(-c2cn3c(n2)SCC3)c1)c1ccccc1F	-2%	-8%	-2	-6%	12%	?	?	-16%	-2%
O=C(NC1CC1)c1ccc(C2SCC(=O)N2Cc2ccccc2)cc1 (centres undefined)	-4%	-4%	0	-13%	10%	-6%	8%	29%	-1%
CCn1c(/C=N/Nc2ccc(C(=O)O)cc2)nc2ccccc21	-2%	-10%	-7	-16%	-5%	4%	1%	-1%	-3%
O=C(CNC(=O)C1CCCCC1)OCC(=O)c1ccc(-c2ccccc2)cc1	6%	-17%	-6	.	.	.	40%[activator]	.	.
O=C(NCCS(=O)(=O)N1CCN(c2ccccc2F)CC1)c1cccs1	-7%	-13%	-7	-2%	-11%	.	3%	.	.
COc1ccc(CNc2cc(C)ccn2)cc1	1%	-10%	-5	5%	-1%	5%	-3%	21%	-4%
O=S(=O)(/N=C(/c1ccc(F)cc1)N1CCCCC1)c1ccc(Cl)cc1	0%	-6%	-9	-8%	-3%	5%	138%[activator]	8%[57.1 µM]	1%
CC(=O)NC12CC3CC(C1)CC(C(=O)OCC(=O)Nc1ncc(Cl)c(C)c1Cl)(C3)C2	-2%	-35%	3	?	2%	?	?	?	-12%
Cc1cn(C2OC[C@@H](O)[C@@H]2CO)c(=O)[nH]c1=O (some centres undefined)	-6%	-6%	-3	-16%	-9%&10%	2%	-24%	22%	0%&-2%
Cc1ccc(C)c(S(=O)(=O)N2CCN(C(=O)CNC(=O)c3sc4ccccc4c3Cl)CC2)c1	1%	0%	-1	-9%	.	.	5%	.	.
COC(=O)CCC(=O)Nc1cccc(Cl)c1	-2%	1%	-13	-10%	5%	-19%	0%	0%	2%
CCCn1c(SCC(=O)NCc2ccco2)nnc1C(C)C	-6%	-13%	-1	-8%	-7%	-6%	7%	13%	-1%
Cc1ccc(NC(=O)Nc2ccc(F)cc2F)c(OC(F)F)c1	-2%	2%	-3	5%	-3%	-4%	6%	-13%	0%
O=C(COC(=O)c1ccccc1OCc1ccccc1Cl)NC1CCS(=O)(=O)C1 (centres undefined)	-4%	-8%	-1	-10%	26%	.	8%	.	.
COc1cc(NC(=S)NCc2ccco2)cc(OC)c1	-2%	-4%	-1	1%	17%	-8%	-6%	3%	-3%
COC(=O)c1ccc(C(=O)OC)c(NC(=O)c2ccc(-c3ccccc3)s2)c1	-3%	-3%	0	2%	.	14%	23%	2%	-1%
COc1ccc(-c2nc3n(n2)C(c2cccc(C)c2)C(C(N)=O)=C(C)N3)cc1OC (centres undefined)	-4%	-3%	3	1%	.	2%	15%	6%	-4%
COC(=O)C1=C(C)N(C(C)C)C(=O)C1(NC(=O)c1ccc(C(C)(C)C)cc1)C(F)(F)F (centres undefined)	-1%	1%	-2	-22%	.	-16%	8%	4%	-5%
CC1CCC(NC(=O)c2ccc3c(c2)N(Cc2cccc(Cl)c2)C(=O)c2ccccc2S3=O)CC1 (centres undefined)	4%	-4%[60.1 µM]	-2	-20%	.	-5%	5%	-1%	-3%
CSc1ccc(CCNC(=O)Cn2ncc3c(=O)oc4ccccc4c32)cc1	-3%	-5%	0	-8%	.	-1%	1%	0%	-4%
COc1ccc([N+](=O)[O-])cc1NC(=O)c1csc(C)c1	-2%	1%	0	-22%	-10%	-6%	?	1%	-8%
Cc1ccsc1C(=O)OCc1nc2ccccc2c(=O)[nH]1	10%	3%	-1	-12%	1%	?	-5%	-22%	2%
Fc1ccc(-c2ccc(CNCCSc3nnnn3-c3ccccc3)o2)cc1Cl	-4%	2%	-4	-14%	.	-13%	-14%	38%	-5%
COc1ccccc1NC(=O)CN1CCC(n2c(C)nc3cc(F)ccc32)CC1	1%	-9%	-18	-6%	13%	-14%	-2%	1%	-5%
CC1CCCC(O)(C(C(=O)O)c2ccccc2)C1 (centres undefined)	-1%	0%	-4	-9%	.	.	41%[activator]	.	.
COc1ccc(OC)c(/C=C/C(=O)OCC(=O)Nc2nnc(-c3ccccc3)o2)c1	3%	-20%	4	?	-1%	.	-10%	.	.
COc1ccccc1NC(=O)CC1C(=O)NCCN1C(=O)Nc1ccc(Cl)c(Cl)c1 (centres undefined)	-12%	10%	3	-15%	-4%	-9%	-10%	11%	-8%
O=C(NNC1=Nc2cccc3cccc1c23)c1ccc(Br)cc1	0%	-6%	3	-2%	6%	-9%	-10%	?	-5%
CCOC(CNC(=O)Cn1nc(Cc2ccncc2)c2ccccc2c1=O)OCC	-4%	-3%	-5	14%	2%	-4%	14%	0%	-4%
COc1ccc(C)cc1NC(=O)COC(=O)C1CCN(C(=O)c2ccc(Cl)cc2)CC1	-1%	-3%	-1	-15%	0%	-10%	48%[activator]	0%	-6%
Cc1cc(C)c(NC(=O)C2CC(=O)N(c3ccc4c(c3)OCCO4)C2)c(C)c1 (centres undefined)	-2%	-19%	-3	-13%	-6%	-20%	-7%	-7%	-7%
O=S(=O)(Nc1nc2ccccc2[nH]1)c1ccc2ccccc2c1	-4%	-3%	-18	-9%	-1%	?	2%	9%	-3%
COc1cc(OC)cc(C(=O)NCC(=O)N2CCCCC2)c1	-3%	-3%	-9	5%	14%	-17%	11%	20%	0%
COc1ccc(-c2c(-c3cc(OC)cc(OC)c3)n(C)c3ccc(-c4cc(F)cc(OC)c4)cc23)cc1	-1%	-13%	-10	-8%	-15%	.	-4%	.	.
O=C(COC(=O)/C=C/c1ccc(OC(F)F)cc1)NC(=O)NCc1ccccc1	-5%	2%	-6	0%	4%	.	-7%	.	.
Cc1cc(C(=O)CSCCCn2c(=O)[nH]c3ccccc32)c(C)n1C	4%	-18%	0	?	0%	-6%	?	-7%	-1%
O=C(Nc1ccc([N+](=O)[O-])cc1)N1CCc2ccccc2C1	4%	-10%	-4	-10%	53%[activator]	?	129%[activator]	-13%	-12%
CC(O)CNCc1cccc2ccccc12 (centres undefined)	-3%	-4%	-6	-13%	-1%	5%	21%	1%	1%
O=C(CCC(=O)N1CCN(c2ccc(C(F)(F)F)cn2)CC1)c1cccs1	-2%	-18%	-7	2%	6%	.	-5%	.	.
Cc1ncc([N+](=O)[O-])n1CC(=O)Nc1ccccc1F	0%	-9%	-9	-6%	6%	-5%	11%	67%	1%
COc1cccc(-c2ncc3ccccc3c2COC(=O)c2ccc(C(C)(C)C)cc2)c1	-3%	-7%	-12	-10%	-14%	.	-8%	.	.
O=C(C1CC1)N1CCc2cc(S(=O)(=O)NC3CCN(Cc4ccccc4)CC3)ccc21	-2%	-12%	-2	?	-3%	-7%	4%	-2%	-1%
COc1cc2nc(CC(C)C)n(NC(=O)c3ccccc3Br)c(=O)c2cc1OC	-1%	-5%	-6	-15%	-20%	-9%	48%	?	-3%
O=C(c1ccc(F)cc1)N(C(=O)c1ccc(F)cc1)c1ncccn1	-2%	-6%	-3	-18%	-1%	-3%	-5%	8%	-2%
O=C(CSc1nc2ccccc2nc1Cc1ccc(Cl)cc1)N1CCN(c2ccccc2)CC1	-3%	-8%[60.1 µM]	-5	-3%	.	-10%	-12%	4%	-6%
COc1ccc2c(c1)c1ncn(Cc3ccco3)c(=O)c1n2C	-3%	-16%	-5	-17%	-5%	-3%	18%	-25%	0%

An excerpt of these results, with two lines to a compound.
Second line of a record – Glioma ERSR ind | POLK inh | LDHA inh | POLH inh | APEX1 inh | Anesthetic bind | Pol iota inh | Pol beta inh | BLM helicase inh
- O=C(CSc1nc2ccccc2nc1Cc1ccc(Cl)cc1)N1CCN(c2ccccc2)CC1
    -3% | -8%[60.1 µM] | -5 | -3% | . | -10% | -12% | 4% | -6%
- COc1cc2nc(CC(C)C)n(NC(=O)c3ccccc3Br)c(=O)c2cc1OC
    -1% | -5% | -6 | -15% | -20% | -9% | 48% | ? | -3%

Screens from PubChem.

These rows are one share of the data (hit frequency here may not be typical).
